Compound activity: PubChem BioAssay, National Center for Advancing Translational Sciences (NCATS)
CBFb RUNX1 block: qHTS Assay for Compounds Blocking the Interaction Between CBF-beta and RUNX1 for the Treatment of Acute Myeloid Leukemia | Runt-related transcription factor 1 (Homo sapiens) + Core-binding factor subunit beta … | AlphaScreen CBFb-His/RUNX1-biotin binding, biochemical | Potency, µM (titrated, usually from 59.8 µM), inactives show at the highest dose activity, negative = inhibition, hits mostly inhibitors | 230,000 tested, under 10 active | AID 1477, 2009; note: % of control where 0% means no effect
Target sequence (Q01196 whole entry, looked up): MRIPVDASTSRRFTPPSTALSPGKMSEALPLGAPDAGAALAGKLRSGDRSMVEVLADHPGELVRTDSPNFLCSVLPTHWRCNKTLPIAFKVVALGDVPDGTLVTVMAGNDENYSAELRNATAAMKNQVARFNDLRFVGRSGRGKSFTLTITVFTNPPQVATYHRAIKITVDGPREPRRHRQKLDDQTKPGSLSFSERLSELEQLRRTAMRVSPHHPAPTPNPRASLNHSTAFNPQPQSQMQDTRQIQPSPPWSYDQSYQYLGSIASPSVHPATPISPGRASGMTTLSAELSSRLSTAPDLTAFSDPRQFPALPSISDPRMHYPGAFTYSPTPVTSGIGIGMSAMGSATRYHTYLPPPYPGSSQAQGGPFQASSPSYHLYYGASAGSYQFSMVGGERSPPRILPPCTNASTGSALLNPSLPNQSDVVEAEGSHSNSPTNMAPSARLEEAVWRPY
Target sequence (Q13951 whole entry, looked up): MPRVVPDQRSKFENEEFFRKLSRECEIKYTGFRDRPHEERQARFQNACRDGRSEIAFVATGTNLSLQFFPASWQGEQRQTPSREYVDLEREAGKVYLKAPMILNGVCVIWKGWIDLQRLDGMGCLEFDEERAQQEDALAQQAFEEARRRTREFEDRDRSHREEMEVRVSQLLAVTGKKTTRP
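Read-out: AlphaScreen. Format: His-CBF-beta with biotinylated RUNX1 (30 nM each) preincubated 20 min, compound 15 min, Ni-chelate plus streptavidin beads 90 min; room temperature throughout.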
Luc counter: Counterscreen for Luciferase (Kinase-Glo TM) Inhibition; Luciferin 4-monooxygenase (Photuris pensylvanica), Q27757; Kinase-Glo luciferase, ATP luminescence, 8 min; Potency, µM (doses to about 38.3 µM), for the others: top-dose activity change, negative = inhibition, usual class: inhibitors; hit rate 0.28% among 200,000; AID 1379, 2008; note: potency is the fitted concentration of half-maximal effect; % is set by controls: 0 for no effect and ±100 for the full control effect; nearly all actives have a fitted effect of over 60% in size
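Compound is pinned into ATP-containing buffer (10 uM ATP, imidazole pH 7.2, 7 mM MgCl2). Kinase-Glo luciferase reagent is then added. Light output is recorded following an 8-min room-temperature incubation.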
L3MBTL1 inh: qHTS Assay for the Inhibitors of L3MBTL1; AlphaScreen L3MBTL1–H3K9me1 peptide binding; hit rate 0.66% among 230,000; Potency, µM (titrated, usually from 57.1 µM), inactives show at the highest dose activity, negative = inhibition, usual class: inhibitors; note: potency is the fitted concentration of half-maximal effect; % is set by controls: 0 for no effect and ±100 for the full control effect; nearly all actives have a fitted effect of over 60% in size
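L3MBTL1 50 nM + b-AHA-H3(1-15)K9me1 75 nM, 30 min RT; compound added, 30 min RT; streptavidin donor/Ni-chelate acceptor beads 10 ug/mL each final, 30 min RT dark; AlphaScreen read.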
HTT aggregate: qHTS Multiplex Assay to Identify Dual Action Probes in a Cell Model of Huntington: Aggregate Formation (GFP). PC12 HttQ103-GFP aggregates, Acumen cytometry, 40 h. Potency, µM (titrated, usually from 46.1 µM), for inactives: at the top dose activity change, negative = inhibition, actives largely listed as inhibitors. hit rate 1.1% among 220,000. AID 1688, 2009; note: potency is the fitted concentration of half-maximal effect; % is set by controls: 0 for no effect and ±100 for the full control effect; nearly all actives have a fitted effect of over 60% in size
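PC12 cells stably carrying ecdysone-inducible HTT exon 1 Q103–GFP were induced with tebufenozide (100 nM final) and treated with library compounds in titration. GFP aggregates in lysates were counted by laser scanning cytometry.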
NPSR antagonist: qHTS Assay for Antagonists of the Neuropeptide S Receptor: cAMP Signal Transduction; CHO-NPSR cells, cAMP TR-FRET, antagonist mode; Q6W5P4; Potency, µM (doses to about 38.3 µM), for the others: at the highest dose activity change, negative = inhibition, actives largely listed as inhibitors; hit rate 1% among 220,000; note: potency is the fitted concentration of half-maximal effect; % is set by controls: 0 for no effect and ±100 for the full control effect; nearly all actives have a fitted effect of over 50% in size; many of its hits are not listed in these tables
Target sequence (Q6W5P4 whole entry, looked up): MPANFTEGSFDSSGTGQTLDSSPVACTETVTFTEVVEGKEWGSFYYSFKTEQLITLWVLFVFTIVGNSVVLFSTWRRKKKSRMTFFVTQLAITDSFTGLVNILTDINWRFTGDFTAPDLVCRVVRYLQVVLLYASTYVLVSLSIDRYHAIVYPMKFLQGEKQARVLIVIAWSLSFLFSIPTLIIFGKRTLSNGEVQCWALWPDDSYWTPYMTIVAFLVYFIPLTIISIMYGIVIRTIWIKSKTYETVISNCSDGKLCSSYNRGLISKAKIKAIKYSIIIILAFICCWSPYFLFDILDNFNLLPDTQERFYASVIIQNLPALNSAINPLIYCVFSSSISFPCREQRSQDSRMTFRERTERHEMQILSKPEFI
Epigenetic reg: Quantitative High-Throughput Screen for Regulators of Epigenetic Control. murine LDR cells, GFP reporter derepression, 30 h. Potency, µM (highest dose often 53.9 µM), without a hit: at the highest dose GFP activation, actives largely listed as activators. hit rate 0.2% among 280,000. AID 1865, 2009; note: potency is the fitted concentration of half-maximal effect; % of control where 0% means no effect; nearly all actives have a fitted effect of over 60% in size
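Reporter derepression read as number of fluorescent GFP-positive objects, 20-120 um in size, counted by laser-scanning cytometer. Mouse LDR line with an epigenetically silenced CMV-GFP locus; compound incubation 30 h, 37 C.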
IMPase Li inh: qHTS Assay for Identifying the Cell-Membrane Permeable IMPase Inhibitors: Potentiation with Lithium. AID 1457, 2008. hit rate 0.35% among 210,000. CHO-M1 cells, IP1 TR-FRET (IP-One), carbachol + lithium. Potency, µM (titrated, usually from 59.4 µM), without a hit: at the highest dose activity, negative = IMPase inhibition, usual class: inhibitors;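 note: IP1 builds up when IMPase is blocked and the TR-FRET signal falls; potency is the fitted concentration of half-maximal effect; plate controls were basal vehicle for no effect and high inhibitor control for full effect; nearly all actives have a fitted effect of over 50% in size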
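Lithium-sensitised IP1 accumulation assay; M1-expressing CHO cells treated 30 min at 37C with compound. Competitive antibody detection by time-resolved FRET followed a 10 min room-temperature lysis step.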
Starred values were filed as active, the others as inactive; ? = inconclusive; . = not tested or not shown; [ ] = another dose, or the depositor's remark. Calls come from the whole dose curve; as a rule, active = well fitted curve in the direction sought with a large enough effect; inconclusive = small, poorly fitted or top-dose-only effect, or another doubt; inactive = no such curve, though single readings can be large; an effect the other way counts as inactive or inconclusive. These rows are one share of the data; count on the stated rates, not on these rows.

SMILES | CBFb RUNX1 block | Luc counter | L3MBTL1 inh | HTT aggregate | NPSR antagonist | Epigenetic reg | IMPase Li inh
O=C(CSc1ccccn1)Nc1nncs1 | 11% | 1% | 4% | 13% | 8%[46.1 µM] | 2.4% | -1%
CCCc1nc2c(c(=O)c3ccccc3n2C)c(=O)n1-c1ccc(F)cc1 | -2% | 2% | 10% | -12% | 0% | -1.8% | 12%
COc1ccc(NC(=O)/C(C#N)=C/c2c(C)nn(-c3ccc(F)cc3)c2Cl)cc1OC | 19% | -2% | -18% | 10% | -23% | 0.0% | 27%
O=C(CNC(=O)Cc1ccccc1)N=Nc1c(O)n(Cc2ccc3c(c2)OCO3)c2ccccc12 | -9% | . | 0% | ? | -11%[46.1 µM] | -0.9% | .
O=C(N/N=C/c1ccc2c(c1)OCO2)c1ccc2ccccc2n1 | -5% | -10% | ? | 15% | -1% | -0.2% | -1%
CCN1CCCC1CNC(=O)c1ccc2c(=O)n(CCOC)c(=O)[nH]c2c1 (stereo unspecified) | 2% | -5% | 1% | 6% | 2%[46.1 µM] | 3.9% | -4%[38.3 µM]
Cc1cccc(OCC2=N/C(=C\N(C)C)C(=O)O2)c1 | 7% | 10% | -7% | 9% | -14%[46.1 µM] | -3.0% | ?
O=C(c1cn(-c2ccc(Cl)c(Cl)c2)nn1)C1CC1 | -8% | -1% | -4% | 13% | 5% | -1.4% | 1%
Cc1cccc(-c2nc(CSCC(=O)N3CCN(Cc4ccc5c(c4)OCO5)CC3)c(C)o2)c1 | -1% | 7% | -6% | 10µM* | -18%[46.1 µM] | -1.1% | 25%
CCOC(=O)CCCCC(=O)c1[nH]c(=O)[nH]c1CSc1nc(C)cc(C)n1 | -13% | -5% | -12% | -5% | -9%[46.1 µM] | -5.9% | -6%[38.3 µM]
Cc1cccc(-n2cc(CNCCN3CCOC3=O)c(-c3cccc(F)c3)n2)c1 | 0% | . | 2% | -8% | 22% | 1.3% | .
CCOC(=O)CNC(=O)c1cn(CC)c(=O)c2cc(OC)c(OC)cc12 | 2% | -1% | 6% | -15% | -4%[46.1 µM] | 0.9% | 17%[38.3 µM]
Clc1cccc(Oc2cnc3ccccc3n2)c1 | 12% | -6% | 17% | -1% | -3%[46.1 µM] | -1.1% | 7%[38.3 µM]
O=C(Nc1ccc(C(=O)O)cc1)/C(=C\c1ccc2c(c1)OCO2)NC(=O)c1ccc(Br)cc1 | -1% | 3% | 50%[activator] | -3%[9.22 µM] | -1% | 1.5% | -4%
O=C(COC(=O)CCc1nc2ccccc2c(=O)[nH]1)Nc1ccc(N2CCOCC2)cc1 | 4% | . | -6% | -1%[9.22 µM] | -5% | 1.1% | .
CC(C)(C)NC(=O)Cn1cnc2cc([N+](=O)[O-])ccc2c1=O | 8% | 0% | -1% | 30% | 8% | -1.8% | 0%
Cc1ccc(C(=O)NNC(=O)C2CCN(Cc3ccc(Cl)c(Cl)c3)CC2)cc1 | 4% | 1% | 2% | 16% | -10%[46.1 µM] | 0.0% | -3%[38.3 µM]
CCCCOc1ccc(S(=O)(=O)N2CCCCCC2)cc1 | 17% | 4% | . | -22% | -21%[46.1 µM] | 1.0% | 39%[38.3 µM]
CC(=O)N/C(=C/c1ccc([N+](=O)[O-])cc1)C(=O)O | 7% | . | 0% | -10%[9.22 µM] | -8% | -1.2% | 0%
CC1Cn2c(nnc2-c2ccc(F)cc2)S1 (stereo unspecified) | -4% | 1% | -3% | 14% | -2%[46.1 µM] | 0.0% | 8%[38.3 µM]
O=C(CN1C(=O)c2ccccc2S1(=O)=O)NCCSc1ccccc1 | 3% | -2% | -5% | 5% | -4%[46.1 µM] | -0.7% | 0%[38.3 µM]
O=[N+]([O-])c1cnn(-c2nc(-c3ccco3)cc(C(F)(F)F)n2)c1 | -7% | -3% | . | -14% | 5% | 0.1% | -7%
Cn1c(=O)c2c(nc(N/N=C/c3cccs3)n2Cc2ccc(Br)cc2)n(C)c1=O | -3% | 0% | -9% | ? | -29% | 1.9% | 21%
CCCCC1=CC2=CC(=O)C(C)(OC(=O)CC)C(=O)C2=CN1CC(C)C (stereo unspecified) | 5%[13.1 µM] | -2%[7.66 µM] | . | -7%[9.22 µM] | 2% | -1.9% | 3%
O=C(COC(=O)c1ccc(Cl)nc1)Nc1ccc2c(c1)OCO2 | -24% | -4% | ? | -2% | 4% | 0.0% | -2%
COc1ccc(C(=O)Nc2ccc(C3=NNC(=O)CC3C)cc2NC(=O)c2ccc(OC)cc2)cc1 (stereo unspecified) | -6% | 10% | . | -1% | -23% | 1.1% | 0%
Cc1cc(C)nc(NCCO)n1 | -3% | -1% | -22% | -11%[9.22 µM] | -7% | 0.0% | 22%
CSc1nc(C)c(C(=O)C[n+]2ccc(C)cc2)cc1C#N | -3% | 1% | 10% | 6% | 12% | 0.0% | 16%
CC(=O)Nc1ccccc1C(=O)C(=O)Nc1cccc(Br)c1 | 1% | 2% | -7% | 5% | -5% | 0.2% | 13%
CC(NC(=O)/C(=C/c1ccc2c(c1)OCO2)NC(=O)c1cccc([N+](=O)[O-])c1)C(=O)O (stereo unspecified) | 17% | 0% | . | -2% | 14% | 1.1% | -5%

Pulled one by one from above (four):
SMILES | CBFb RUNX1 block | Luc counter | L3MBTL1 inh | HTT aggregate | NPSR antagonist | Epigenetic reg | IMPase Li inh
O=[N+]([O-])c1cnn(-c2nc(-c3ccco3)cc(C(F)(F)F)n2)c1 | -7% | -3% | . | -14% | 5% | 0.1% | -7%
Cc1ccc(C(=O)NNC(=O)C2CCN(Cc3ccc(Cl)c(Cl)c3)CC2)cc1 | 4% | 1% | 2% | 16% | -10%[46.1 µM] | 0.0% | -3%[38.3 µM]
CC1Cn2c(nnc2-c2ccc(F)cc2)S1 (stereo unspecified) | -4% | 1% | -3% | 14% | -2%[46.1 µM] | 0.0% | 8%[38.3 µM]
CC(=O)N/C(=C/c1ccc([N+](=O)[O-])cc1)C(=O)O | 7% | . | 0% | -10%[9.22 µM] | -8% | -1.2% | 0%

Gathered by group: the compounds so far containing bromine.
SMILES | CBFb RUNX1 block | Luc counter | L3MBTL1 inh | HTT aggregate | NPSR antagonist | Epigenetic reg | IMPase Li inh
O=C(Nc1ccc(C(=O)O)cc1)/C(=C\c1ccc2c(c1)OCO2)NC(=O)c1ccc(Br)cc1 | -1% | 3% | 50%[activator] | -3%[9.22 µM] | -1% | 1.5% | -4%
Cn1c(=O)c2c(nc(N/N=C/c3cccs3)n2Cc2ccc(Br)cc2)n(C)c1=O | -3% | 0% | -9% | ? | -29% | 1.9% | 21%
CC(=O)Nc1ccccc1C(=O)C(=O)Nc1cccc(Br)c1 | 1% | 2% | -7% | 5% | -5% | 0.2% | 13%

(next part)
SMILES | CBFb RUNX1 block | Luc counter | L3MBTL1 inh | HTT aggregate | NPSR antagonist | Epigenetic reg | IMPase Li inh
Cc1nc(SCC(=O)N2CCC(C(N)=O)CC2)n[nH]1 | 5% | 0% | -16%[11.4 µM] | -9% | -6%[46.1 µM] | 2.7% | 8%[38.3 µM]
CCN(CC)c1ccc(S(=O)(=O)N2CCOCC2)cc1NC(=O)CNCc1ccccc1 | -4% | . | -16% | ? | 3% | -0.2% | .
COc1cc2c(cc1OC)CN(C(=O)C(C)(C)C)CC2 | -4% | -1% | . | -12% | 2%[46.1 µM] | -0.2% | -6%[38.3 µM]
C/C(=N\NC(=O)C1COc2ccccc2O1)c1ccccn1 (stereo unspecified) | . | -2% | ? | ? | 11% | ? | 7%
COC(=O)Nc1c(-c2ccccc2)nc2ccccn12 | 2% | -1% | . | -15% | -7%[46.1 µM] | -1.0% | 7%[38.3 µM]
Nc1nn(S(=O)(=O)c2ccccc2)cc1-c1ccc([N+](=O)[O-])cc1 | -4% | 0% | -26% | 6% | 11% | -5.4% | 13%
COc1ccc(/C(N)=N/OC(=O)C2CCC(=O)N2S(=O)(=O)c2ccc(C)cc2)cc1 (stereo unspecified) | 8% | 0% | 2% | 15% | 4% | 1.0% | 2%
CC[C@H](C)C(=O)O[C@H]1CCC=C2C=C[C@H](C)[C@H](CC[C@@H]3C[C@H](O)CC(=O)O3)C21 (stereo partly specified) | 15% | -1% | . | . | -11%[46.1 µM] | -0.1% | 5%
CCN1CCCC1Cn1cnc2c([nH]c3ccc(OC)cc32)c1=O (stereo unspecified) | 9% | . | -2% | 28%[9.22 µM] | 1% | 2.0% | .
CC1(C)Cc2c(C#N)c(OCC(=O)c3ccc(Cl)cc3)nc(-c3ccco3)c2CO1 | 8% | 2% | 2% | 16% | -3%[46.1 µM] | -0.8% | 23%[38.3 µM]
O=C(OCCCN1CCCC1)C1(c2ccccc2)CCCC1 | 4% | -1% | -21% | -10% | 4%[46.1 µM] | -0.8% | 36%[activator][38.3 µM]
COc1cc(CNCc2ccccn2)ccc1OCC(=O)NC(C)(C)C | ? | -1% | -18% | -18% | 15% | -2.0% | 5%
CCc1ccc(C2CC(=O)N(c3cccc(F)c3)C3=C2C(=O)OC3)cc1 (stereo unspecified) | 3% | 4% | -10% | 23% | -12% | 0.0% | -2%
CCOC(=O)NC(=O)CSc1nnc(C2CC2)n1Cc1ccco1 | -6% | 1% | 2% | 9% | 3% | 1.2% | 4%
Cc1cc(=O)n2cccc(O)c2n1 | -25% | 2% | -20% | 12%[9.22 µM] | -7% | ? | 1%
O=C(N/N=C/c1ccncc1)/C(=C/c1ccccc1)NC(=O)c1ccccc1 | 6% | -1% | -5% | 4% | -12%[46.1 µM] | 2.4% | 6%
COc1ccccc1-n1c(SC)nc(O)cc1=O | 4% | 0% | . | 26% | -11%[46.1 µM] | -1.9% | 1%[38.3 µM]
Cc1cc(C)n(-c2ccc(C)c(Cl)c2)n1 | 2% | -1% | 16% | -2% | 9% | 2.1% | -9%

Entries of single compounds as entered above. Order of values: CBFb RUNX1 block	Luc counter	L3MBTL1 inh	HTT aggregate	NPSR antagonist	Epigenetic reg	IMPase Li inh
Entry for `O=C(OCCCN1CCCC1)C1(c2ccccc2)CCCC1` → 4%	-1%	-21%	-10%	4%[46.1 µM]	-0.8%	36%[activator][38.3 µM]
Entry for `O=C(COC(=O)c1ccc(Cl)nc1)Nc1ccc2c(c1)OCO2` → -24%	-4%	?	-2%	4%	0.0%	-2%
